Bioassay records deposited in PubChem BioAssay by The Scripps Research Institute Molecular Screening Center.
FBW7 activator – human FBW7 E3 ligase activation, primary screen. Q969H0. AlphaScreen FBW7–phospho-cyclin E peptide binding, activator screen. normalized activity (activation), % at 26.1 µM. actives 0.13% (n = 650,000). AID 1259310; in the data active = normalized activity above about 1.9%;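 note: purified mutant Fbw7 with reduced substrate affinity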
GPR151 activ – human GPR151 activation; activation, % at 11.2 µM; PathHunter beta-arrestin GPR151 cells, luminescence; actives 1% (n = 650,000); in the data active = activation above about 4.9%;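 note: 0% = median of compound wells and 100% = cells with positive control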
Target sequence (Q8TDV0 whole entry, looked up): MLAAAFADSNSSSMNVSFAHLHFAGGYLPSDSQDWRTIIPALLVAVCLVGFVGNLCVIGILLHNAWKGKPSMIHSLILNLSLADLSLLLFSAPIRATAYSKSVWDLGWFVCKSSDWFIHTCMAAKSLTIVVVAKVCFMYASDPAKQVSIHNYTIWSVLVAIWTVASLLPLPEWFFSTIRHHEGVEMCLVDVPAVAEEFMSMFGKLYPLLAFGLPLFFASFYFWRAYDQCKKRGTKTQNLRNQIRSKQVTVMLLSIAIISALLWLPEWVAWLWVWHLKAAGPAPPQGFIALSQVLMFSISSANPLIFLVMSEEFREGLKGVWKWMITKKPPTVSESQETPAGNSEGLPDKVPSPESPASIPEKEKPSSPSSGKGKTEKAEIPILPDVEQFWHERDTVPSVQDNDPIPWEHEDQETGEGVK
MITF inh – inhibitors of human MITF | O75030 | AlphaScreen MITF homodimerization, bead proximity signal | inhibition, % at 2.6 µM | actives 0.91% (n = 650,000) | AID 1259374; in the data active = inhibition above about 50%;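 note: 0% = vehicle wells with protein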
Target sequence (O75030 whole entry, looked up): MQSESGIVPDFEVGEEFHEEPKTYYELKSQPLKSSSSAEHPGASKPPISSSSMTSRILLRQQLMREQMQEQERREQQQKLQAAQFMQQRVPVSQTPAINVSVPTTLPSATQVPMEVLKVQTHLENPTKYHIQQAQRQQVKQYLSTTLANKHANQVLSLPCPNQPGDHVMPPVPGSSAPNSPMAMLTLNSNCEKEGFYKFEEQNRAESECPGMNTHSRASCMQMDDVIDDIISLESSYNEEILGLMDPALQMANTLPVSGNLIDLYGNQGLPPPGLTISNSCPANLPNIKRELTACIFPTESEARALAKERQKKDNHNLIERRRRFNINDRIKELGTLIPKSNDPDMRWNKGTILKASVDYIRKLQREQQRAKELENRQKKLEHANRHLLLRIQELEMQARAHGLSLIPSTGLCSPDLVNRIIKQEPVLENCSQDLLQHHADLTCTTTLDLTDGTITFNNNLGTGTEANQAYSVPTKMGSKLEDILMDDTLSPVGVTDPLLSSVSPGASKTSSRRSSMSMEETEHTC
TEAD-YAP block – TEAD-YAP interaction inhibition; HEK-TIYL cells, TEAD-Gal4/YAP UAS-luciferase luminescence; inhibition, % at 9.12 µM; actives 1.4% (n = 640,000); in the data active = inhibition above about 32%;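 note: 0% = median of test compound wells and 100% = reference inhibitor wells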
Starred values were filed as active, the others as inactive; x = not tested or not shown; & = joins results of further samples.

Structure	FBW7 activator	GPR151 activ	MITF inh	TEAD-YAP block
COc1ccc(NC(=O)C2CC(=O)N(c3ccccc3)C2)cc1 (centres undefined)	-0.1	0.3	-1	5
C#CC(O)(c1ccc(OC)cc1)c1ccc(OC)cc1	0.0	-2.2	9	8
CCn1nnc(NC(=O)c2ccc(Cl)cc2)n1	0.1	0.0	2	-28
O=C(NCC1CCCO1)C1C2C=CC3(CN(Cc4ccccc4)C(=O)C13)O2 (centres undefined)	0.1	0.7	6	1
N#CCSc1nc(N)c(C#N)c(-c2ccccc2)c1C#N	0.0	0.0	4	7
COc1ccc(-c2cc(-c3ccccc3)nc(SCc3ccc(Br)cc3)c2C#N)cc1	0.1	-0.2	14	-8
COc1cccc(CC(C2CCN(Cc3ccoc3)CC2)N(C)C(=O)C2CC2)c1 (centres undefined)	-0.2	0.4	12	-22
CCCCn1c(=O)oc2ccc(C)cc21	0.1	1.3	-3	11
CCOC(=O)c1c(NC(C)=O)ssc1=S	-0.1	-0.8	13	10
COc1ccc(CN2CCCN(C)CC2)c(OC)c1C	0.0	-0.3	43	3
O=C(COc1ccccc1Br)Nn1c(=S)[nH]c2ncccc2c1=O	0.3	0.3	9	5
O=C(CSCc1ccccc1)N1CCN(CCn2cccn2)CC1	-0.3	-1.2	-18	-60
Cc1cc(C(=O)Nn2c(-c3ccc(Cl)cc3)nc3ccccc3c2=O)ccc1[N+](=O)[O-]	-0.2	0.5	1	-2
CCOc1ccccc1/C=C1\Oc2c(ccc(O)c2CN2CCN(C)CC2)C1=O	0.0	0.2	19	4
O=C(Oc1ccc2ccccc2c1)c1ccc([N+](=O)[O-])cc1Cl	-0.1	1.0	21	0
CC(C)N(Cc1nc(-c2ccccc2)no1)S(=O)(=O)c1ccccc1[N+](=O)[O-]	-0.1	0.9	2	-6
COc1ccc(OC)c(C2NC(=S)NC(C)=C2C(=O)OC(C)(C)C)c1 (centres undefined)	0.2	1.6	15	14
COCCC(=O)N1CCC(n2nccc2NC(=O)CCc2ccccc2)CC1	-0.1	-0.9	-4	1
COC(=O)[C@@H]1CCCN1Cc1c(C(=O)N(C)CCc2ccccc2)nc2c(C)cccn12	0.0	0.1	-19	4
O=C(C1C2C=CC3(CN(Cc4ccccc4Cl)C(=O)C13)O2)N1CCOCC1 (centres undefined)	-0.1	-0.5	1	-3

Structures shown so far containing a cyano group, in the order listed:
Structure	FBW7 activator	GPR151 activ	MITF inh	TEAD-YAP block
N#CCSc1nc(N)c(C#N)c(-c2ccccc2)c1C#N	0.0	0.0	4	7
COc1ccc(-c2cc(-c3ccccc3)nc(SCc3ccc(Br)cc3)c2C#N)cc1	0.1	-0.2	14	-8

Next part.
Structure	FBW7 activator	GPR151 activ	MITF inh	TEAD-YAP block
COCCn1c(=S)[nH]c2cc(C(=O)NCC3CCCO3)ccc2c1=O (centres undefined)	0.0	-1.1	1	11
CCOc1ccc(/C=C/C(=O)Nc2ccc([N+](=O)[O-])cc2OC)cc1	-0.2	1.4	11	4
CN1C(=O)CC(=O)N(C)c2ccccc21	-0.1	3.2	10	6
COc1ccc(C(=O)N2CCc3cc(OC)c(OC)cc3C2C)cc1OC (centres undefined)	0.2	0.1	13	9
CCOc1ccc(-n2c(SC(CC)C(=O)NCCOC)nc3n[nH]c(C)c3c2=N)cc1 (centres undefined)	0.4	-0.1	4	-1
CC(C)(C)C1c2[nH]c3ccccc3c2CCN1C(=O)c1nc2ncccn2n1 (centres undefined)	0.1	-0.5	9	0
COCCNC(=S)N(C)c1ccc(O)cc1	-0.2	2.3	-7	-2
CC(Sc1ccc(Cl)cc1)C(=O)Nc1nnc(C(C)C)s1 (centres undefined)	0.1	-0.5	-2	-4
CC(=O)Nc1sc2c(c1C(N)=O)CCC2	0.1	-0.6	13	9
COc1ccccc1Nc1c([N+](=O)[O-])cncc1[N+](=O)[O-]	-0.3	-0.8	11	6
CCNC(=O)C1CCN(S(=O)(=O)c2cc(Cl)ccc2Cl)CC1	-0.2	1.0	8	-1
CC1(CC(=O)N=Nc2c(O)[nH]c3ccc(Br)cc23)OCCO1	0.2	-0.9	-5	12
CC(=O)Nc1ccc(OCC(=O)NN)cc1	0.0	-3.0	3	-7
CC(C)NC(=O)CSc1nccn1Cc1ccccc1	-0.1	-1.1	-4	2
Cc1ccc(-c2c(C)n([O-])c(C)c(C)[n+]2=O)cc1	-0.1	-0.4	-10	-6
O=C(CN(Cc1ccccc1)S(=O)(=O)c1ccccc1)NC1CCCCC1	0.6	-0.8	12	1
Cc1cc(C)n(CC(C)N2CCC(n3nccc3NC(=O)CC(C)C)CC2)n1 (centres undefined)	0.1	0.2	-5	-3
COc1ccc(CC(=O)N/N=C/c2ccc(I)o2)cc1	0.1	0.8	13	12
COCCNC(=O)c1cn(C)c2ccc(S(=O)(=O)N(C)C3CCCCC3)cc2c1=O	0.4	0.7	11	5
Cc1ccc(-n2c(=O)[nH]c3c(C(N)=O)nc(-c4ccc(F)cc4)nc32)cc1	1.1	-0.1	7	-3

Additional records
canonical_smiles	FBW7 activator	GPR151 activ	MITF inh	TEAD-YAP block
COc1ccc(OC)c(S(=O)(=O)n2nc(-c3ccccc3)cc2N)c1	0.0	1.1	-6	7
CCOc1cc(C=C2C(=O)NC(=O)NC2=O)ccc1OCC(=O)Nc1cccc(C)c1	-0.1	-0.8	1	-6
CCOc1ccc(OCCSc2nc3ccccc3[nH]2)cc1	0.0	1.7	-1	4
CCOc1ccccc1C1CC(=O)NC(SCc2ccccc2)=C1C#N (centres undefined)	0.1	-0.2	4	2
CSc1nc2c(c(-c3ccc(Br)cc3)n1)CCC/C2=C\c1ccc(Br)cc1	0.0	3.0	1	5
COc1ccc(S(=O)(=O)N2CC=C(c3c(C)n(C)c4ccccc34)CC2)cc1OC	-0.2	-0.4	8	-16
Oc1ccc(CCNc2nc(-c3ccc(N4CCOCC4)nc3)nc3c2ncn3C2CCCCC2)cc1	-0.1	1.7	4	1
C/C=C/c1ccc(OCCOCCN2CC(C)OC(C)C2)c(OC)c1 (centres undefined)	0.0	-0.8	50	-1
CCCCN(C)CCC(=O)Nc1ccc(Br)c(C)c1	-0.1	-0.5	-20	0
Cc1ccc([N+](=O)[O-])cc1S(=O)(=O)N1CCN(C(c2ccccc2)c2ccccc2)CC1	-0.3	-0.6	6	-2
Cc1cc(=O)n2nc(N3CCC(C(=O)NCCN4CCCCCC4)CC3)sc2n1	0.0	0.1	-6	3
O=C(Nc1cc(Oc2ccc3c(c2)CCC3)cc([N+](=O)[O-])c1)c1cc2nc(-c3cccs3)cc(C(F)(F)F)n2n1	0.0	-0.9	2	-3
NS(=O)(=O)c1ccc(Nc2c(-c3ccccc3)c(=O)c2=O)cc1	0.1	-1.4	3	2
CC(NC(=O)CSc1nnc(-c2cccs2)n1N)C12CC3CC(CC(C3)C1)C2 (centres undefined)	0.3	-0.9	22	5
CCOc1ccc(NC(=O)C(Cc2ccc([N+](=O)[O-])cc2)N2C(=O)c3ccccc3C2=O)cc1 (centres undefined)	-0.1	1.7	10	12
CN1C(=O)[C@H]2CN(Cc3ccc(Cl)s3)CCN2C(=O)[C@@H]1Cc1ccccc1	0.0	-1.6	-1	-12
O=C1CCC(C(=O)NCc2nnc3n2CCN(Cc2cccc(C(F)(F)F)c2)CC3)N1 (centres undefined)	0.1	-0.3	2	12
CCCC1=[N+](CC(=O)c2ccc(OC)cc2)CCn2c(C)ccc21	0.3	0.7	9	21
Cc1ccc(NC(=O)CC2Nc3cc(C)c(C)cc3NC2=O)cc1C (centres undefined)	0.0	-1.1	-9	3
CN(C)CCn1c(=S)[nH]c2cc(Cl)ccc2c1=O	0.1	1.1	9	-5
Cc1ccc(Oc2ccc(N3C(=O)C4CCCCC4C3=O)cc2)cc1 (centres undefined)	0.1	-1.5	-9	-7
O=C(O)c1ccc(C2CC2(Cl)Cl)cc1 (centres undefined)	0.6	1.0	12	-3
Cn1c(=O)c2c(ncn2CC(=O)N/N=C/c2ccc(Br)s2)n(C)c1=O	-0.1	0.1	-2	-1
Cc1ccc(/C(O)=C/c2nc3ccccc3nc2-c2ccc(C)cc2)cc1	0.0	0.7	-10	-2
CCOC(=O)C(=CNc1ncccn1)C(=O)OCC	0.0	1.4	3	1
O=[N+]([O-])c1cccc(-c2ncnn2-c2cccc(C(F)(F)F)c2)c1	-0.9	1.5	-2	9
CC(Oc1cccc(Cl)c1)C(=O)N1CCN(C)CC1 (centres undefined)	0.0	0.2	-8	9
CCN(CC)C(=O)C1CCCN(c2nc(NCc3cccnc3)c3ncn(-c4ccccc4)c3n2)C1 (centres undefined)	0.0	-2.3	13	22
Cc1cc([N+](=O)[O-])c(N2CCN(S(=O)(=O)c3ccccc3)CC2)cc1N	0.6	-0.4	28	13
CCOC(=O)c1sc(NC(=S)NC(=O)/C=C/c2ccccc2)c(C(=O)OCC)c1C	0.0	2.2	-1	7
COc1ccccc1NC(=O)NC1CCS(=O)(=O)C1 (centres undefined)	0.0	0.6	4	5
COc1cccc(C(=O)Nc2sc3c(c2C#N)CC(C)(C)NC3(C)C)c1OC	0.2	4.0	7	-3
COc1ccc(OC)c(NC(=O)C2=C(C)NC(=S)NC2c2ccc(N(C)C)cc2)c1 (centres undefined)	0.0	2.7	15	12
O=C(CSCc1cccc(Br)c1)N/N=C/c1ccccc1	0.2	-1.3	10	7
O=C(Nc1cccc(Cl)c1)C1C2C=CC3(O2)C1C(=O)N(CCCN1CCCCC1)C3C(=O)NC1CCCCC1 (centres undefined)	0.1	-1.2	-4	-4
CCN(c1ccccc1C(=O)O)S(=O)(=O)c1cccc2nsnc12	0.5&0.0	-0.2&1.2	14&5	-11&5
OC1CCN(Cc2ccc(Br)cc2)CC1	-0.2	0.4	27	10
O=C(NCc1ccco1)C(=O)NCC1OCCN1S(=O)(=O)c1cccs1 (centres undefined)	-0.1	0.0	-2	-7
CCOc1cc(CN2CCN(Cc3ccc(SC)cc3)CC2)ccc1OC	0.0	-0.6	54*	25
COC(=O)c1c(-c2ccc(F)cc2)csc1NC(=O)c1ccc(OC(C)C)cc1	0.1	1.2	-3	7
COc1ccc(CCNc2c3c(c(C#N)c4nc5ccccc5n24)CCC3)cc1OC	0.1	0.4	7	10
CCNC(=S)N1CCN(c2ccc([N+](=O)[O-])cc2)CC1	-0.1	0.2	5	10
COc1ccc(NC(=O)CN2C(=O)C(c3ccc(F)cc3)=NC23CCCC3)cc1	0.2	-0.9	8	7
CCOC(=O)c1ccccc1NC(=O)/C(C#N)=C/c1c[nH]c2ccccc12	0.1	1.2	22	-5
Cc1ccc(S(=O)(=O)N/N=C/c2cccc3c2OCCO3)cc1	-0.1	0.4	7	10
COc1ccc(-c2nnc(SCc3cccc(C#N)c3)o2)cc1	0.0	1.4	-17	-2
Cc1cccc(-c2nc(Nc3ccc(Br)cc3C)c3ccccc3n2)c1	0.3	-0.6	6	5
COC(=O)c1cc(Cl)c(C(=O)OC)c2c(C(=O)OC)cc(Cl)c(C(=O)OC)c12	0.0	-1.3	2	3
Cn1c(=O)c2c(nc(NCCO)n2C)n(C)c1=O	0.0	0.7	-8	5
CCC(=O)N(Cc1ccco1)Cc1cc2ccc(C)c(C)c2n2nnnc12	0.5	0.0	20	2
Clc1nc(NCCN2CCOCC2)nc(N2CCSCC2)n1	0.1	1.9	0	12
CC(=O)N(NC(=O)C(O)(c1cccc(C)c1)c1cccc(C)c1)c1ccc2ccccc2n1	0.0	-0.3	3	-9
CCC(=O)Nc1ccc2nc(SCC(=O)Nc3ccc(C(=O)OC)cc3)sc2c1	0.0	2.4	-1	-10
COc1ccc([N+](=O)[O-])cc1NC(=O)C(C)Oc1cccc(Br)c1 (centres undefined)	0.1	0.7	9	-4
CCc1nnc(NC(=O)CSc2nc3c(cc2C#N)CCCC3)s1	-0.1	-0.5	4	-45
NC(=O)CCSc1nc2ccccc2s1	-0.5	0.4	9	-1
Cc1ccc2sc(NNC(=O)c3cccc(F)c3)nc2c1C	0.3	0.1	23	3
CC1CC(=O)C2=C(C1)OC(N)=C(C#N)C2c1cccc(Cl)c1Cl (centres undefined)	0.0	-1.1	-12	0
COC(=O)[C@H]1[C@H]2C[C@H]3c4[nH]c5ccccc5c4CCN3C[C@@H]2CC[C@@H]1O	0.0	2.7	-7	x
COCCNC(=O)/C(C#N)=C/c1cn(CCOc2ccccc2C)c2ccccc12	-0.1	-0.5	4	-4

Retrieved by structure from the entries so far:
canonical_smiles	FBW7 activator	GPR151 activ	MITF inh	TEAD-YAP block
CC1CC(=O)C2=C(C1)OC(N)=C(C#N)C2c1cccc(Cl)c1Cl (centres undefined)	0.0	-1.1	-12	0
CC(=O)N(NC(=O)C(O)(c1cccc(C)c1)c1cccc(C)c1)c1ccc2ccccc2n1	0.0	-0.3	3	-9
CCC(=O)Nc1ccc2nc(SCC(=O)Nc3ccc(C(=O)OC)cc3)sc2c1	0.0	2.4	-1	-10
